rCAG RNA binder – r(CAG) repeat RNA binding; inhibition, % at 3 µM; TO-PRO-1 dye displacement fluorescence; AID 651821; 370,000 tested, 1.3% active;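 active means inhibition above the plate cutoff, the mean of all test compounds on that plate plus 3 SD, cut at about 35% in these data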;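 further: 0% = DMSO alone and 100% = 100 µM mitoxantrone as full dye displacement; higher means more dye released from RNA so lower well fluorescence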
GC-A act – GC-A (human) enzyme activation; P16066; HEK293 GC-A cells, cGMP TR-FRET, EC30 ANP; 0% at EC30 ANP, 100% saturating ANP; activation, % at 10 µM; 370,000 tested, 0.14% active; in the data active means activation above about 40%
PG9 binder – PG9 antibody binding by small molecule. inhibition, % at 6.7 µM. 360,000 tested, 0.43% active. TR-FRET gp120-PG9 antibody binding; in the data active means inhibition above about 8.5%
mABHD4 FP – ABHD4 (mouse) inhibition, primary FP screen; Q8VD66; purified mABHD4, FP-Rh probe fluorescence polarization; inhibition, % at 8.92 µM; 370,000 tested, 0.54% active;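 active means inhibition exceeding the mean over every tested compound plus 3 SD, cut at about 30% in these data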;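 further: 0% = plate median of compound wells and 100% = S159A mutant with DMSO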
Target sequence (Q8VD66 whole entry, looked up): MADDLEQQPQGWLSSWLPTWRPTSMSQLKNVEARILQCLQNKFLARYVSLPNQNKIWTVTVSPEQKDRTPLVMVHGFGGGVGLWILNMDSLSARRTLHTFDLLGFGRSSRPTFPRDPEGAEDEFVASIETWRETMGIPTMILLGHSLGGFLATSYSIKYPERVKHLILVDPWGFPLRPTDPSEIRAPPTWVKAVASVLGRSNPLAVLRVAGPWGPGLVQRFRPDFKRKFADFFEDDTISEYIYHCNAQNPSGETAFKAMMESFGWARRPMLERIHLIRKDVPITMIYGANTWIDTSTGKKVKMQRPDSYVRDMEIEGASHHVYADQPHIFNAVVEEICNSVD
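Assay system: mABHD4 protein; medium: HEPES pH 7.0, NaCl, Pluronic buffer; dosing: 8.92 µM, single dose; schedule: 45 min + 60 min at 25 °C; signal: FP readout, ex 525 nm / em 598 nm; read-out: normalized percent inhibition of probe labeling; repeats: single replicate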
ARFGAP1 inhibitor – inhibitors of rat ARFGAP1; AID 651572; 360,000 tested, 0.26% active; Arfgap1-stimulated ARF1 GTP hydrolysis, GDP FP detection; inhibition, % at 16.5 µM; Q62848;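 active means inhibition above a per-plate limit, mean inhibition of low control wells plus 3 SD, cut at about 25% in these data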;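 further: 0% = DMSO wells with enzyme and 100% = wells lacking Arfgap1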
Target sequence (Q62848 1-136 limits assumed): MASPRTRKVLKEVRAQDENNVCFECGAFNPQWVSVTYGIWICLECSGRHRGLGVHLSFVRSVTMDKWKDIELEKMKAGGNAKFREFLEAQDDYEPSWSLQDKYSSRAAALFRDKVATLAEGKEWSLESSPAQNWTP
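Replicates: Single well per compound | Assay system: Truncated rat Arfgap1 GAP domain | Control set: No-Arfgap1 wells (100%) versus DMSO full-reaction wells (0%) | Times: Enzyme reaction 120 min at 25 °C after 20 min preincubation | Reagent: Human ARF1(Δ1-17)-GTP substrate | Measured by: Tracer-displacement fluorescence polarization with EDTA stop, 620/688 nm | Measure: Percent inhibition of Arfgap1-stimulated GTP hydrolysis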
SMARCA2 act – SMARCA2 function activation, primary screen. MG213 cells, MMTV-luciferase reporter, dexamethasone, overnight. activation, % at 9.1 µM. 370,000 tested, 1% active; in the data active means activation above about 7.8%;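 further: 0% = vehicle wells and 100% = reference activator wells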
HTRA1 inh – inhibitors of human serine peptidase HTRA1; recombinant HTRA1, FP-rhodamine activity-based probe, fluorescence polarization; inhibition, % at 5.96 µM; 340,000 tested, 0.5% active; AID 504803; in the data active means inhibition above about 36%;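 further: 0% = enzyme with DMSO and 100% = wells lacking enzyme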
ASAP1 inh – ASAP1 ArfGAP inhibition | ASAP1-stimulated ARF1 GTP hydrolysis, GDP FP detection | Q9ULH1 | AID 624377 | 360,000 tested, 0.19% active | inhibition, % at 16.5 µM; in the data active means inhibition above about 25%;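 further: 0% = vehicle with enzyme and substrate and 100% = no enzyme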
Target sequence (Q9ULH1 325-724 limits assumed): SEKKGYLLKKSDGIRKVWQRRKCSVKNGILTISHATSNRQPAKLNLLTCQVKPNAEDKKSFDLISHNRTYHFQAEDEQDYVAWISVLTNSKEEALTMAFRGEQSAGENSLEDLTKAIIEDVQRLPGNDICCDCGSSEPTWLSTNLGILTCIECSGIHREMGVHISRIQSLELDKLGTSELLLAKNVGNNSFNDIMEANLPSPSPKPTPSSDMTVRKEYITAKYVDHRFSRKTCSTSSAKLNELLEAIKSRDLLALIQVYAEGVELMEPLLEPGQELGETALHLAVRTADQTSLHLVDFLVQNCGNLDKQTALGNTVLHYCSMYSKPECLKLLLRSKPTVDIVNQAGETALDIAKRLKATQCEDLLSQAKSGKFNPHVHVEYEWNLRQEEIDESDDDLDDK
NR1D1 modulator – modulators of human Rev-erb alpha DNA binding | Rev-erbα–FITC-DNA binding, fluorescence polarization, 90 min | activity, % at 10 µM | 370,000 tested, 0.79% active;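 active means activity above about 14%, limit read from the data; passing the limit was not always enough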;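 further: 0% = DMSO wells with 35 nM protein and 100% = DMSO wells with 750 nM protein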
GC-B act – GC-B (human) receptor activation. HEK293-GC-B cells, CNP EC30, cGMP TR-FRET; 0% at EC30 CNP, 100% saturating CNP. activation, % at 10 µM. 370,000 tested, 0.11% active. AID 1920062;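 active means activation at 10 µM reaching about 35% in either raw or pattern-adjusted values, limit read from the data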
* marks the source's active call; other numbers are inactive results; · = no result given.

SMILES	rCAG RNA binder	GC-A act	PG9 binder	mABHD4 FP	ARFGAP1 inhibitor	SMARCA2 act	HTRA1 inh	ASAP1 inh	NR1D1 modulator	GC-B act
CCOC(=O)N1CCN(CC(=O)Nc2ccc(F)c(F)c2F)CC1	-6	1	-2.8	-4	12	4	2	23	-4	2
O=S(=O)(NCCCN1CCOCC1)c1ccc(Cl)s1	-3	-1	-2.8	12	-8	-2	11	-13	-1	-2
O=C(NN1C(=O)c2ccccc2C1=O)C1CC2CCC1C2 (configuration not stated)	-1	3	0.9	4	11	-2	2	-10	2	4
COc1ccc(-c2nc(-c3ccccc3OC)no2)cc1OC	-3	9	-0.2	-9	16	4	-8	3	2	-2
CC(=O)c1cccc(NC(=O)C(C)OC(=O)CCc2nc3ccccc3c(=O)[nH]2)c1 (configuration not stated)	4	0	0.6	0	0	0	3	-10	-2	3
CC(=O)N=c1c(C#N)cc2c(=O)n3ccccc3nc2n1Cc1ccccc1	8	1	-2.6	8	-10	8.3*	8	18	-30	-1
COc1cc(OC)cc(C(=O)NC(C(=O)N2CCC2)C(C)C)c1 (configuration not stated)	0	-1	-0.1	2	2	1	-2	-4	-5	-4
Nc1nc(N)c2cc(Sc3ccc(Cl)cc3)ccc2n1	8	5	-0.1	21	-3	2	-12	3	13	17
CCOc1ccc(OCC)c(NC(=O)C2CCN(c3ncccn3)CC2)c1	-7	1	2.3	2	-4	1	-3	6	0	0
CC(C)CC1NC(=O)c2ccccc2-n2c1nc1ccccc1c2=O (configuration not stated)	3	0	-1.1	4	12	-1	·	3	-2	-1
CCOC(=O)COc1ccc2c3c(c(=O)oc2c1)CCCC3	-1	-1	-2.2	-4	1	-1	0	0	-4	-3
Cc1cc(C)cc(CC2CC(=O)N(c3ccc([N+](=O)[O-])cc3)C2=O)c1 (configuration not stated)	1	-6	0.4	-3	0	-2	-6	3	4	-8
CCCCn1c(SCC(=O)Nc2cc(C)on2)nnc1-c1cccnc1	1	2	-1.0	1	6	-2	2	7	-9	-11
O=C(COc1ccc2c3c(c(=O)oc2c1)CCC3)NCC(O)c1ccccc1 (configuration not stated)	1	-16	0.8	-4	-3	0	1	-3	-4	-9
CCC(C)Nc1nnnc2c1sc1nc3c(cc12)COC(C)(C)C3 (configuration not stated)	-2	13	1.2	0	-2	5	2	7	-2	2
O=C(CN1C(=O)NC2(CCCC2)C1=O)Nc1cccc(Cl)c1Cl	0	0	-1.6	1	-9	-2	-1	0	2	2
Cc1ccccc1NC(=O)c1c(C)nn(-c2ccccc2)c1Cl	-7	0	-2.4	-3	-2	0	-9	3	1	3
Cc1ccc(NC(=S)N(CCN2CCOCC2)Cc2ccccc2F)cc1	-4	-6	-2.7	-9	2	4	5	8	2	0
O=Nc1ccccn1	1	4	-0.8	3	1	-4	·	7	-1	2
COc1cc2[nH]c(C(=O)NCc3ccccc3)cc2c(OC)c1OC	-4	-4	-0.8	9	7	1	-2	6	8	3
Cc1cc(C)c2oc(C(=O)NCc3ccccc3)cc(=O)c2c1	-3	-6	-0.4	-4	3	0	-7	-1	-2	0
CN1C(=O)/C(=C/c2ccc(OCc3ccc(C(=O)O)cc3)c(Cl)c2)NC1=S	9	1	-4.6	-3	18	-1	0	9	-3	3
Cc1cccc(NC(=O)c2oc(=O)c3ccccc3c2-c2ccccc2)c1C	-4	-10	-0.1	-1	-4	-2	3	-4	4	-14
COc1ccc(/C=N/S(=O)(=O)c2ccc(C)cc2)cc1	1	1	-1.0	-4	11	-2	1	-11	10	5
CC(C)COc1cccc(C(=O)Nc2cc(S(=O)(=O)N3CCOCC3)ccc2N2CCCC2)c1	13	2	0.4	-1	-12	-6	-20	10	0	6
CC(C)C[C@@H]1COc2cc(NC3CC3)ccc2S(=O)(=O)N1	-1	-2	1.3	-3	1	-6	·	0	-5	-1
COc1cc(/C=N/n2cnnc2-n2nc(C)cc2C)cc([N+](=O)[O-])c1O	-3	4	-0.4	-7	17	1	5	-6	6	-3
COc1ccc(NC(=O)Cc2coc3cc(C)ccc23)cc1S(=O)(=O)N1CCOCC1	15	-1	-2.3	-1	7	5	-8	-11	-5	-9
COc1ccc(-c2cn[nH]c2-c2ccc(OCc3ccc(F)cc3)cc2O)cc1OC	6	2	-1.2	-13	9	-5	-4	15	-1	-7
CCNc1nc(NCC)nc(N(n2cnnc2)S(=O)(=O)c2ccc(C)cc2)n1	-5	-1	1.7	10	17	-1	-1	11	5	1

Whole records from above. Order of screens: rCAG RNA binder, GC-A act, PG9 binder, mABHD4 FP, ARFGAP1 inhibitor, SMARCA2 act, HTRA1 inh, ASAP1 inh, NR1D1 modulator, GC-B act
Results for CC(C)C[C@@H]1COc2cc(NC3CC3)ccc2S(=O)(=O)N1 : -1, -2, 1.3, -3, 1, -6, ·, 0, -5, -1
Results for Cc1cc(C)c2oc(C(=O)NCc3ccccc3)cc(=O)c2c1 : -3, -6, -0.4, -4, 3, 0, -7, -1, -2, 0
Results for O=C(CN1C(=O)NC2(CCCC2)C1=O)Nc1cccc(Cl)c1Cl : 0, 0, -1.6, 1, -9, -2, -1, 0, 2, 2

The list goes on:
SMILES	rCAG RNA binder	GC-A act	PG9 binder	mABHD4 FP	ARFGAP1 inhibitor	SMARCA2 act	HTRA1 inh	ASAP1 inh	NR1D1 modulator	GC-B act
Cc1cc(/C=C(\C#N)C(=O)NCc2ccco2)c(C)[nH]1	2	1	1.5	-3	7	4	1	6	-3	-7
O=C(C(=O)N1CCN(C(=O)Cc2ccccc2)CC1)c1cccc(C(F)(F)F)c1	0	2	-1.1	1	-8	-2	·	1	1	1
Cc1cccc(/C=N/n2c(-c3cc(-c4ccccc4)n[nH]3)n[nH]c2=S)c1	23	5	0.2	-4	11	1	-2	-1	-12	-7
O=C(c1ncn[nH]1)N1CCN(c2nc(-c3ccccc3)cs2)CC1	6	4	-0.3	-2	5	2	2	6	-5	-8
Nc1cc(C(F)(F)F)ccc1NCCc1ccccn1	-5	0	-1.1	2	7	-1	-2	-3	-2	-7
O=C(C1CCCN1S(=O)(=O)c1ccccc1[N+](=O)[O-])N1CCc2ccccc2C1 (configuration not stated)	2	3	·	0	·	-2	·	·	1	2
COc1ccc([N+](=O)[O-])cc1NC(=O)c1ccc(C)o1	6	3	-0.1	-8	-4	-3	-1	2	-4	2
Cc1cccc2nc(CSc3nc4cc([N+](=O)[O-])ccc4s3)cn12	3	6	-0.5	-6	6	0	-10	-6	2	2
CC(CC(=O)Nc1ccccc1)n1ccnc1 (configuration not stated)	1	0	-1.0	1	-5	-1	-3	3	-9	6
Nc1ccc(S(=O)(=O)NC2=NCCCCC2)cc1	-2	0	2.5	-7	3	-1	3	-3	3	1
CC1(C)C2CCC1(C)C(OC(=O)c1ccc(O)cc1)C2 (configuration not stated)	0	-1	-0.7	-43	0	-1	-27	4	3	1
COc1ccc(C(=O)NC(=S)N2CCOCC2)cc1Br	1	1	0.0	-2	3	0	-4	1	5	-2
COc1cccc(N2CCN(C(=O)c3cc4cc(Cl)ccc4[nH]3)CC2)c1	3	2	0.3	-2	13	-1	-36	1	4	1
Cc1ccc(NS(=O)(=O)c2ccc(-n3cccn3)cc2)c(Cl)c1	8	2	-0.1	-12	4	-1	-8	-10	-5	-2
Cc1ccc(NC(=O)c2ccc3c(c2)OCCO3)cc1	1	0	-0.5	1	-9	0	1	4	-5	-1

Single entries from the entries so far:
NR1D1 modulator with CC1(C)C2CCC1(C)C(OC(=O)c1ccc(O)cc1)C2 (configuration not stated) is entered as 3
NR1D1 modulator with Cc1cccc2nc(CSc3nc4cc([N+](=O)[O-])ccc4s3)cn12 is entered as 2
rCAG RNA binder with Cc1cc(/C=C(\C#N)C(=O)NCc2ccco2)c(C)[nH]1 is entered as 2
PG9 binder with O=C(C(=O)N1CCN(C(=O)Cc2ccccc2)CC1)c1cccc(C(F)(F)F)c1 is entered as -1.1

In the list so far, these contain a cyano group.
SMILES	rCAG RNA binder	GC-A act	PG9 binder	mABHD4 FP	ARFGAP1 inhibitor	SMARCA2 act	HTRA1 inh	ASAP1 inh	NR1D1 modulator	GC-B act
CC(=O)N=c1c(C#N)cc2c(=O)n3ccccc3nc2n1Cc1ccccc1	8	1	-2.6	8	-10	8.3*	8	18	-30	-1
Cc1cc(/C=C(\C#N)C(=O)NCc2ccco2)c(C)[nH]1	2	1	1.5	-3	7	4	1	6	-3	-7

(listing goes on)
SMILES	rCAG RNA binder	GC-A act	PG9 binder	mABHD4 FP	ARFGAP1 inhibitor	SMARCA2 act	HTRA1 inh	ASAP1 inh	NR1D1 modulator	GC-B act
O=C(N/N=C/c1ccc(OC(=O)c2cccs2)cc1)c1cccc(F)c1	·	0	·	·	·	·	0	·	-10	4
Cc1nc2c(cnn2-c2ccccc2Cl)c(=O)n1-c1ccc(N2CCC(C)CC2)cc1	5	-4	-2.6	-4	10	-3	0	-1	-5	1
CCOC(=O)CN(c1ccccn1)S(=O)(=O)c1ccc(OC)cc1	-2	3	0.5	0	-1	2	-1	-11	0	1
CCOC(=O)c1c(C)cc(O)cc1O	2	5	-0.6	1	8	2	2	13	3	-1
O=C(NCC(=O)N1CCC2(CC1)NCCc1[nH]cnc12)c1ccc2ccccc2c1	3	0	-1.7	-2	6	-5	-6	-8	2	-3
CCOc1ccc(C(c2c(NC(=O)c3ccco3)sc(C)c2C)N2CCOCC2)cc1 (configuration not stated)	3	-12	0.4	-2	7	-1	-12	-17	1	-14
COc1ccc(Cc2c(N)nc(N)nc2N)cc1	3	0	-0.4	1	0	-5	-1	-6	1	6
CC(/C=C/c1ccc2c(c1)OCO2)=N\NC(=O)COc1ccccc1C	-4	-2	-1.6	9	5	-2	5	7	0	1
COc1ccc(-c2noc(CCCOc3ccccc3)n2)cc1OC	-2	4	1.1	-6	-2	0	-18	10	1	3
Cc1cccc(-c2nc(CS(=O)CC(=O)N3CCCCC3)c(C)o2)c1 (configuration not stated)	1	1	-1.6	0	0	-3	-6	0	5	1
COc1ccc(NC(=O)CSc2nc3nc(-c4cccs4)cc(C(F)(F)F)c3c(=O)[nH]2)c(OC)c1	19	-3	-1.4	2	-5	1	-12	-5	-1	-1
COc1ccc(Cl)cc1Cn1c(C)c(C(=O)NCc2ccc(C#N)cc2)sc1=O	3	1	-1.9	-3	7	-1	·	15	-2	-18
Cc1c(C(=O)NC(=S)NCC(C)C)oc2ccccc12	4	0	2.1	-5	-8	-4	8	-1	3	3

High-throughput results deposited in PubChem by several laboratories.
